Screening results: PubChem, several laboratories
G6PDH CS = L. mesenteroides G6PDH inhibitors, counter-screen for G6PDH-coupled screening assays, biochemical, Leuconostoc mesenteroides enzyme; glucose-6-phosphate dehydrogenase [Leuconostoc mesenteroides]; Purified L. mesenteroides G6PDH, diaphorase/resazurin coupled fluorescence, 45 min; inhibition, % at 5 µM; 0.12% of 200,000 active; AID 1020, 2008; in the data active = inhibition above about 50%
APP transl inh = inhibitors of APP translation via 5'UTR reporter, primary screen, APP 5'UTR luciferase, SH-SY5Y cells; SH-SY5Y APP 5'UTR-luciferase reporter, luminescence; inhibition, % at 2 µM; 0.82% of 190,000 active;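 active = inhibition above a set limit, derived from the sample mean plus 3 SD, cut at about 45% in these data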; also: values of inactives mirror those of a sister screen read the other way
STAT1 activator = STAT1 signaling activators, primary screen, cell-based, HTS, luciferase reporter; 2.6% of 200,000 active; AID 932, 2007; NIH 3T3 STAT1-luciferase reporter, IFN-gamma, luminescence; 100% = IFN-gamma alone, no compound; activation (% of control), % at 5.5 µM;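 active = activation above the screen-wide mean activation plus 3 SD, cut at about 130% in these data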;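 also: raw ratio to IFN-gamma control signal so 100% means no change and 0% no light; values of inactives mirror those of a sister screen read the other way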
Diaph act CS = compounds boosting diaphorase resazurin reduction – biochemical, uHTS, resorufin fluorescence, counter-screen for diaphorase-coupled primary assays, primary screen | Diaphorase/resazurin coupled assay, 16 min; stronger effect = higher value; 1 = vehicle wells, 0 = NADH-free wells | activation factor at 20 µM | 0.005% of 190,000 active;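 active = diaphorase activity raised at least twofold by the compound at 20 µM; inactive = activation factor below 2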
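Test system: Clostridium kluyveri diaphorase, purified enzyme; input: enzyme 0.07 U/mL final; buffer or medium: 50 mM HEPES pH 7.4 with 4.542 mM MgCl2, 0.005% Tween 20; also added: 0.114 mM NADH and 0.1 mM resazurin, final amounts; schedule: 16 min enzyme reaction, ambient temperature; technique: fluorescence of resorufin, 544 nm excitation, 590 nm emission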
FLuc inhib CS = firefly luciferase enzyme inhibitors, primary screen, artefact control for luciferase-based inhibitor screens, biochemical, luminescence, ATPLite; Luciferin 4-monooxygenase (Photinus pyralis), P08659; 10 min; inhibition, % at 10 µM; 1.5% of 200,000 active;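 active = inhibition above about 50% when tested at 10 µM, limit read from the data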
Diaphorase inh = diaphorase inhibitors and chemical oxidizers, primary screen, counter-screen for diaphorase-coupled primary assays, biochemical, uHTS, resorufin fluorescence | 0.69% of 190,000 active | inhibition, % at 20 µM | diaphorase resazurin-to-resorufin fluorescence, NADH, 16 min; bacterial (C. kluyveri) enzyme, not human;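 active = primary screen inhibition at 20 µM above a set limit, cut at about 50% in these data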;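 also: plate controls were DMSO with full reaction for no effect and wells lacking NADH for full effect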
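Test system: diaphorase enzyme from Clostridium kluyveri; amount: diaphorase at 0.14 U/mL in enzyme working solution; detection: fluorescence of resorufin formed from resazurin, Ex 544/Em 590 nm; times: reaction incubation of 16 min at room temperature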
APP 5'UTR act = activators of APP 5'UTR luciferase reporter, primary screen, SH-SY5Y cells. SH-SY5Y APP 5'UTR luciferase reporter, luminescence; zero percent = DMSO vehicle wells. activation, % at 2 µM. 1% of 190,000 active;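 active = activation above a set limit, based on mean plus 3 SD of controls, cut at about 140% in these data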; also: values of inactives mirror those of a sister screen read the other way
TLR4-MyD88 BLA = inhibitors of TLR4-MyD88 association in cells, primary screen, cell-based, HeLa CL3-4, BLA complementation, FRET ratio; HeLa CL3-4 TLR4/MyD88 BLA complementation; inhibition, % at 8.4 µM; 0.18% of 200,000 active; Toll-like receptor 4 (Homo sapiens) + Myeloid differentiation primary response protein …; in the data active = inhibition above about 25%;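 also: 0% = vehicle and 100% = reference inhibitor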
Target sequence (O00206 whole entry, looked up): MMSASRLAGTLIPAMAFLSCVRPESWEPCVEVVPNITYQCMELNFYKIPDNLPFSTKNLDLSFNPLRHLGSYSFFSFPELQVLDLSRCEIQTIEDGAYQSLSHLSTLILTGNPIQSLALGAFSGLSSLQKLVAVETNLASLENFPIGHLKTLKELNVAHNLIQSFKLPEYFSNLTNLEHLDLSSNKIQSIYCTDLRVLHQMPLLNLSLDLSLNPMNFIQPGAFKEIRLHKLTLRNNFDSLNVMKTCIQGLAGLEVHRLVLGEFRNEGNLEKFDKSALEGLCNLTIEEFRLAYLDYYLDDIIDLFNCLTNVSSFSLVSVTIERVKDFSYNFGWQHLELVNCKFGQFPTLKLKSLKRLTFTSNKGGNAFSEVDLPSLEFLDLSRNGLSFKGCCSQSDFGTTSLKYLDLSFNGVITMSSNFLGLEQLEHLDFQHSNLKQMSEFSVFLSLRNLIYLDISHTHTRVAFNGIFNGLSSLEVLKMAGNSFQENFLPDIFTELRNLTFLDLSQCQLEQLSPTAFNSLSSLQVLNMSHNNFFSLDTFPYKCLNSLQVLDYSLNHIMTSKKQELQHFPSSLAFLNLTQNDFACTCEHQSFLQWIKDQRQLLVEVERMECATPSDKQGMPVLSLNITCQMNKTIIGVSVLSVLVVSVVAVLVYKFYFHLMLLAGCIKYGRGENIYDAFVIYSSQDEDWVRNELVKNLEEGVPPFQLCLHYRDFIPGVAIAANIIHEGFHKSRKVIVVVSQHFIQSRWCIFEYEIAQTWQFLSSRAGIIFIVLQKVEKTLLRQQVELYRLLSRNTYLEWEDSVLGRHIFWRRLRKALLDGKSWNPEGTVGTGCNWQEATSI
Target sequence (Q99836 whole entry, looked up): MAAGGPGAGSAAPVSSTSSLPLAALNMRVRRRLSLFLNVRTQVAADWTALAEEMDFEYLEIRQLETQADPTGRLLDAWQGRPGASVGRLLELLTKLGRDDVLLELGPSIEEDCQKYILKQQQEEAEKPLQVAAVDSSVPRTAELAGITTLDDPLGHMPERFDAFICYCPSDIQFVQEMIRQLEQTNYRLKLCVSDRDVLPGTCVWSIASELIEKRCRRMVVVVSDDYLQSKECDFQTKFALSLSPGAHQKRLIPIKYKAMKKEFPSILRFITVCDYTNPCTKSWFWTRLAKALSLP
NF-kB neuron act = activators of NF-kB expression in neurons, primary screen, cell-based, HTS; human neuronal cells, NF-kB reporter expression; stronger effect = higher value; fold change at 12.5 µM; 1.6% of 190,000 active; in the data active = fold change above about 3.3
FLuc act counter = FLuc activators, initial screening, artefact control for FLuc-dependent activation tests, biochemical, ATPlite luminescence | Luciferin 4-monooxygenase (Photinus pyralis), P08659 | ATPlite luciferase biochemical, 10 min; 0 = ATP-free wells, 1 = DMSO control | activation factor at 10 µM | 200,000 tested, under 10 active | AID 1027, 2008;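 active = luciferase activation factor, scaled between plate controls, of at least 2 with compound at 10 µM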
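Material: Luciferase/luciferin reagent mix; Doses: test compounds dosed from 2 mM stocks in 100% DMSO; Schedule: 10 min incubation after luciferase reagent addition, room temperature; Measured by: luminescence from luciferase reaction; Read-out: luminescence gain marking luciferase activators.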
* marks the source's active call; other numbers are inactive results; . = not tested or not shown.

SMILES	G6PDH CS	APP transl inh	STAT1 activator	Diaph act CS	FLuc inhib CS	Diaphorase inh	APP 5'UTR act	TLR4-MyD88 BLA	NF-kB neuron act	FLuc act counter
CCc1c(C)nc(SC)n(CC#N)c1=O	1	-3	98	0.9	-9	10	3	4	1	1.1
CCOC(=O)CSc1n[nH]c(NC(C)=O)n1	10	10	96	0.9	-5	14	-10	5	1	1.1
CC(=O)N(C)Cc1ccc(C(=O)CCl)cc1	2	2	90	1	-1	1	-2	5	3.8*	1
CC(=O)Nc1ccc(NC(=O)CN(c2ccccc2Cl)S(C)(=O)=O)cc1	5	30	99	1	3	0	-30	5	1.1	1
CCCn1c(SCC(=O)Nc2sc(C)c(C)c2C#N)nnc1C(C)C	16	-1	88	1.2	-5	-16	1	-11	1.2	1.1
O=C(CN1C(=O)C2CC=CCC2C1=O)Nc1ccc(S(=O)(=O)N2CCOCC2)cc1 (stereo not drawn)	5	4	100	0.9	-5	12	-4	-6	1.1	1.1
CC(C)C(=O)N(Cc1ccc(F)cc1)Cc1nc2ccccc2c(=O)[nH]1	6	7	99	0.9	-9	10	-7	8	1.1	1.1
O=C1CCCC(c2ccccc2)N1 (stereo not drawn)	-5	-7	99	1	-1	-5	7	-5	1	1
COc1ccc(NC(=O)c2ccccc2C(=O)N2CCCCC2)cc1	6	-4	111	1	-1	-4	4	0	1.3	1
COc1cc(/C=N/Nc2nc3ccccc3[nH]2)cc(Br)c1OCC(=O)N(C)C	0	15	107	1.1	17	-8	-15	-5	0.45	0.8
Cc1cc(=O)[nH]c2c1c(=O)[nH]n2C1CC(C)N(C)CC1C (stereo not drawn)	11	-1	102	1	-2	2	1	-10	1.1	1
COc1ccc(S(=O)(=O)N(CC(=O)N2CCOCC2)Cc2ccccc2)cc1C	-1	-10	95	1	-4	-1	10	-10	1	1
COc1ccc(C(=O)Nc2sc3c(c2C#N)CCN(C(C)=O)C3)cc1	6	-8	82	0.8	-1	16	8	6	1.5	1
C/C(CC(=O)Nc1ccc(Cl)c(C(F)(F)F)c1)=N\NC(=O)c1ccccc1O	-19	-8	92	0.9	-4	8	8	-12	1.2	1
Nc1cc(N)nc(SCc2cc(=O)oc3cc4c(cc23)CCC4)n1	2	-4	112	0.9	-7	11	4	-6	1.3	1.1
Cc1cc(C)n2c(Nc3ccc4c(c3)OCCO4)c(-c3ccccc3)nc2n1	7	-13	98	0.9	1	14	13	0	1.1	1
CCOc1ccc(N(CC(=O)N/N=C/c2cc(Br)c(C)o2)S(C)(=O)=O)cc1	7	-20	106	0.8	-4	24	21	-9	0.98	1
Cc1ccc(-n2c(C)cc(C=C(C#N)C#N)c2C)cc1	-1	-4	114	0.9	-2	10	4	-10	1.2	1
COc1ccc(OC)c(C2CC(=O)Nc3n[nH]c(-c4ccccc4)c32)c1 (stereo not drawn)	11	-13	93	.	-2	.	13	-1	0.91	1
CCOC(=O)C1=C(c2ccccc2)OC(N)=C(C#N)C1C(C)C (stereo not drawn)	8	6	102	0.7	-2	26	-6	-13	1	1
COc1ccc(N2CC(NC(=O)N3CCN(c4ccccc4)CC3)CC2=O)cc1 (stereo not drawn)	2	-5	106	1	-3	4	5	-3	1.1	1
O=C(Cn1cnc2c(nnn2Cc2ccccc2)c1=O)N1CCCc2ccccc21	3	-23	103	0.9	-5	8	23	0	0.98	1.1
Cc1cccc(NC(=O)c2ccc3nsnc3c2)c1C	5	-3	104	0.9	-1	6	3	9	1.1	1
CC(=O)NC(CCS(C)(=O)=O)C(=O)Nc1ccc(Cl)c(Cl)c1 (stereo not drawn)	-11	0	106	0.8	-4	17	0	1	1.2	1
CC(C)CN(CCCNC(=O)CN1C(=O)COc2ccc(S(=O)(=O)N3CCCC3)cc21)CC(C)C	4	-5	96	1	4	-1	5	-12	1.2	1
CCSc1nc(-c2ccco2)ccc1C#N	0	1	103	0.8	-5	24	-1	-1	1	1
CC(C)CCn1c(COc2ccccc2)n[nH]c1=S	3	13	104	0.8	-8	16	-13	-14	0.99	1.1
COc1cc(C(=O)N/N=C(\c2ccccc2)c2ccccn2)cc(OC)c1OC	-27	82*	97	0.9	-6	8	-82	2	0.67	1.1
c1ccc2c(c1)oc1c(NCCCN3CCOCC3)ncnc12	14	-20	102	0.9	-3	13	20	11	1	1
COc1ccc(OCCCC(=O)Nc2cccc([N+](=O)[O-])c2C)cc1	14	-5	106	0.9	5	14	5	2	1.1	0.9
CC12CN3CCN(CC(C3)/C1=N\N=C1/C3CN4CCN(C3)CC1(C)C4)C2	6	-23	100	0.9	-3	14	23	-1	1.3	1
CCN(CC)C(=O)C(=O)c1cccn1-c1ccccc1C#N	5	2	101	0.7	-7	27	-2	5	1.1	1.1
COc1ccc(-n2nc(C(=O)Nc3cc(OC)c(OC)c(OC)c3)c3ccccc3c2=O)c(OC)c1	11	3	95	0.9	-4	13	-3	5	0.46	1
Cc1ccc(/C=C2\SC(=S)N(CC(=O)Nc3cccnc3)C2=O)cc1	3	-8	104	0.9	-2	7	8	-10	1.1	1
Cc1ccc(C)c(SCC(=O)OCC(=O)Nc2ccc(S(=O)(=O)N3CCOCC3)cc2)c1	3	1	107	0.7	-2	30	-1	4	1.2	1
COC(=O)c1ccc(-n2c(C)cc(/C=N/n3cnnc3)c2C)cc1	21	-14	92	1	-8	1	14	3	0.98	1.1
O=C(COC(=O)C1CC(=O)N(c2nc(-c3ccccc3)cs2)C1)c1ccccc1 (stereo not drawn)	3	-11	100	0.9	-6	10	11	0	2.2	1.1
CCOc1ccc2[nH]cc(C(=O)N3CCN(C4CCCCC4)CC3)c(=O)c2c1	.	-8	100	.	.	.	7	-7	.	.
CCOC(=O)c1sc(C)c2c1NC(C)(c1cccc3ccccc13)NC2=O (stereo not drawn)	5	.	93	0.8	-1	15	.	6	0.76	1
OC(COc1ccc2ccccc2c1Br)Cn1cnc(-c2ccccc2)c1 (stereo not drawn)	8	2	98	0.8	-8	18	-2	1	1	1.1

Copied from the list.
Result for Cc1ccc(/C=C2\SC(=S)N(CC(=O)Nc3cccnc3)C2=O)cc1 under APP transl inh: -8
Result for CC(C)CN(CCCNC(=O)CN1C(=O)COc2ccc(S(=O)(=O)N3CCCC3)cc21)CC(C)C under STAT1 activator: 96
Result for CC12CN3CCN(CC(C3)/C1=N\N=C1/C3CN4CCN(C3)CC1(C)C4)C2 under FLuc inhib CS: -3
Result for CCOc1ccc2[nH]cc(C(=O)N3CCN(C4CCCCC4)CC3)c(=O)c2c1 under APP 5'UTR act: 7
Result for c1ccc2c(c1)oc1c(NCCCN3CCOCC3)ncnc12 under NF-kB neuron act: 1
Result for Cc1cccc(NC(=O)c2ccc3nsnc3c2)c1C under APP transl inh: -3

3 compounds from above, sorted by the value under STAT1 activator, lowest first:
Compound	APP transl inh	STAT1 activator	FLuc inhib CS	APP 5'UTR act	TLR4-MyD88 BLA	NF-kB neuron act
CC(C)CN(CCCNC(=O)CN1C(=O)COc2ccc(S(=O)(=O)N3CCCC3)cc21)CC(C)C	-5	96	4	5	-12	1.2
CCOc1ccc2[nH]cc(C(=O)N3CCN(C4CCCCC4)CC3)c(=O)c2c1	-8	100	.	7	-7	.
CCN(CC)C(=O)C(=O)c1cccn1-c1ccccc1C#N	2	101	-7	-2	5	1.1

New compounds follow.
SMILES	G6PDH CS	APP transl inh	STAT1 activator	Diaph act CS	FLuc inhib CS	Diaphorase inh	APP 5'UTR act	TLR4-MyD88 BLA	NF-kB neuron act	FLuc act counter
Cc1cc(C)c(S(=O)(=O)NCc2ccncc2)c(C)c1	0	12	75	1	-1	-2	-12	-5	0.74	1
COc1ccc(/C=N/c2oc(-c3ccccc3)cc2C#N)cc1OC	-10	-19	104	0.9	0	8	19	1	1.5	1
COCCNC(=O)C(c1ccc(O)cc1)N(C(=O)CCC(=O)Nc1nccs1)c1cccc(C)c1 (stereo not drawn)	8	-10	106	0.9	-6	11	10	-4	1	1.1
CN(C)CCCCOc1ccc(F)cc1	10	2	95	0.8	-6	21	-2	-1	1	1.1
O=C(c1ccco1)N1CCN(c2ncnc3scc(-c4ccc(F)cc4)c23)CC1	0	-38	98	0.8	-8	18	38	-7	1.1	1.1
COc1ccc(C2CC(=O)c3c(ccc4ccccc34)N2)cc1OC (stereo not drawn)	-3	-31	102	0.7	-6	28	31	3	1	1.1
CCOc1cc(C(=O)NC(=S)Nn2cnnc2)cc(OCC)c1OCC	-1	-6	95	0.9	-3	10	6	-3	1.3	1
C[n+]1ccc(C(=O)NCCC[N+](C)(C)C)cc1/C=N/O	8	-12	108	.	-4	.	12	1	1.1	1
O=C(CN1C(=O)COc2ccccc21)c1cccc(Cl)c1	10	-16	90	1	-6	-4	16	-9	1.1	1.1
CCOc1cc(/C=N/NC(=O)Cn2nc([N+](=O)[O-])cc2C)ccc1OCc1ccc(F)cc1	-2	0	101	0.9	-9	9	0	-3	1	1.1

Profiles from above.
Record of `COc1ccc(NC(=O)c2ccccc2C(=O)N2CCCCC2)cc1` : G6PDH CS: 6; APP transl inh: -4; STAT1 activator: 111; Diaph act CS: 1; FLuc inhib CS: -1; Diaphorase inh: -4; APP 5'UTR act: 4; TLR4-MyD88 BLA: 0; NF-kB neuron act: 1.3; FLuc act counter: 1
Record of `Cc1cc(C)c(S(=O)(=O)NCc2ccncc2)c(C)c1` : G6PDH CS: 0; APP transl inh: 12; STAT1 activator: 75; Diaph act CS: 1; FLuc inhib CS: -1; Diaphorase inh: -2; APP 5'UTR act: -12; TLR4-MyD88 BLA: -5; NF-kB neuron act: 0.74; FLuc act counter: 1
